KB-3-1 cytotox = kills parental KB-3-1 adenocarcinoma cells; actives 1.4% (n = 400,000); KB-3-1 viability, CellTiter-Glo ATP luminescence, 72 h; Potency, µM (titrated, usually from 46.1 µM), for inactives: top-dose activity change, negative = cytotoxic, hits mostly cytotoxic; further: on the % scale 0 is the no-effect control and ±100 the full control effect; nearly all actives have a fitted effect of over 60% in size
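Luminescent ATP read-out (CellTiter-Glo) measures survival of drug-naive KB-3-1 cells after 72 h compound exposure at 37 °C. Titration series was screened from lowest to highest concentration, with DMSO vehicle plates as background controls.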
HT1080 IDH1KD tx = kills HT-1080 cells with IDH1 knockdown; HT-1080 IDH1 knockdown viability, ATP luminescence, 48 h; Potency, µM (highest dose often 46.1 µM), for the others: at the highest dose activity, negative = toxicity, hits mostly cytotoxic; actives 2% (n = 360,000); AID 686971;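 further: 0% = DMSO wells and -100% = cell-free medium wells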
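IDH1KD HT-1080 cells, 750/well, RPMI + 5% FBS; compound pinned after 2 h settling; 48 h, 37 °C; CellTiter-Glo luminescence; % activity normalised to DMSO and no-cell wells; curves fitted, classed by r2 and efficacy.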
HEK293 tox = cytotoxicity in counter-screen for GLP-1R inverse agonists. HEK293 cAMP-luciferase reporter cells, luminescence, 24 h. Potency, µM (highest dose often 38.3 µM), inactives show top-dose activity change, negative = inhibition, actives largely listed as inhibitors. actives 0.13% (n = 410,000);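 further: loss of luciferase light is scored as toxicity; on the % scale 0 is the no-effect control and ±100 the full control effect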
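Seeding density was 200 cells/uL; after overnight-length (12 h) culture, 23 nL compounds went on for 24 h at 37 °C. Readout used a luciferase detection reagent, luminescence taken after 12 min at room temperature.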
GLP-1R agonist = GLP-1 receptor (human) agonism. P43220. HEK293 GLP-1R CRE-luciferase, luminescence, 4-6 h; cells express a hypersensitive GLP-1R form. Potency, µM (series often up to 45.6 µM), for the others: top-dose activation, actives largely listed as activators. actives 0.007% (n = 380,000); further: % of control where 0% means no effect
Target sequence (P43220 whole entry, looked up): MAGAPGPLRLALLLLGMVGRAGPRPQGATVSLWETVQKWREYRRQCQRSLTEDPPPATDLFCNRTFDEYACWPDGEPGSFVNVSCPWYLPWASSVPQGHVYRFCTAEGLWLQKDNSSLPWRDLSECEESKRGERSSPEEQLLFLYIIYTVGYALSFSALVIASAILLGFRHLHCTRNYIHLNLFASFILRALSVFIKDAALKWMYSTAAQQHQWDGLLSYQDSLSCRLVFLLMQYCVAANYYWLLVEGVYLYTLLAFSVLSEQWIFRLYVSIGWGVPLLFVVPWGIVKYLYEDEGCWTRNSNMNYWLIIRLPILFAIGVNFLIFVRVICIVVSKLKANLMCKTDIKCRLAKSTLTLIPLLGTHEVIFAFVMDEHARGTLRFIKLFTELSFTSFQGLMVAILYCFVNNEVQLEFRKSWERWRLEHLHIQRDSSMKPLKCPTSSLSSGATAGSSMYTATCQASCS
KB-V1 MDR tox = KB-V1 MDR subline cytotoxicity; KB-V1 MDR cells viability, CellTiter-Glo, 72 h; actives 3.4% (n = 400,000); Potency, µM (doses to about 46.1 µM), inactives show at the top dose activity change, negative = cytotoxicity, most hits filed as cytotoxic; further: on the % scale 0 is the no-effect control and ±100 the full control effect; nearly all actives have a fitted effect of over 60% in size
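Cytotoxicity toward P-gp-expressing KB-V1 cells was determined as loss of CellTiter-Glo luminescence after 72 h at 37 degrees C. Compounds were tested in quantitative HTS format across a concentration range, with curves fitted to normalized data.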
GLP1R inv ag = acts as inverse agonist at human GLP-1 receptor | P43220 | HEK293 GLP-1R CRE-luciferase, luminescence, 24 h; GLP-1R form is constitutively active | Potency, µM (highest dose often 38.3 µM), without a hit: at the top dose activity change, negative = inhibition, actives largely listed as inhibitors | actives 1.6% (n = 410,000); further: on the % scale 0 is the no-effect control and ±100 the full control effect; nearly all actives have a fitted effect of over 55% in size
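HEK293 cells stably co-expressing a cAMP-responsive luciferase reporter and constitutively active GLP-1R were seeded, incubated 12 h, then exposed to compounds for 24 h at 37 C. Luminescence was read 12 min after detection reagent; inverse agonists lower signal.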
TDP43 rescue = inhibitors of TDP-43 toxicity in yeast | TDP-43 expressing yeast growth rescue, BacTiter-Glo, 24 h | actives 1.8% (n = 410,000) | Potency, µM (top dose mostly 46.1 µM), for the others: at the highest dose growth rescue (activation), most hits filed as activators | AID 652104; further: % of control where 0% means no effect; nearly all actives have a fitted effect of over 50% in size
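Growth rescue of TDP-43-toxic yeast measured as ATP luminescence (BacTiter-Glo). Cells grown to mid-log in raffinose, induced in galactose at OD600=0.02, exposed to compound 24 hr at 30 deg C.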
SW480 rerep = inducers of DNA re-replication in SW480 colon cancer cells; SW480 DNA re-replication, Hoechst DNA content imaging, 48 h; Potency, µM (series often up to 46.1 µM), for the others: top-dose re-replication activation, most hits filed as activators; actives 1.8% (n = 340,000); AID 624297; further: % of control where 0% means no effect; nearly all actives have a fitted effect of over 55% in size
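Image-based DNA-content assay: after two days of treatment, nuclei were labelled with the DNA dye Hoechst and imaged, and hits were compounds raising the count of nuclei showing high fluorescence intensity.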
HT1080NT lethal = kills 2HG-producing HT-1080-NT fibrosarcoma cells. HT-1080-NT fibrosarcoma viability, CellTiter-Glo ATP luminescence, 48 h. Potency, µM (series often up to 46.1 µM), for the others: at the top dose activity, negative = less viability, actives largely listed as cytotoxic. AID 686970. actives 1.6% (n = 360,000);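 further: NT is the 2HG producing partner of a matched IDH1 knockdown line; 0% = DMSO-treated cells and -100% = media-only wells without cells; nearly all actives have a fitted effect of over 55% in size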
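HT-1080-NT; 750 cells/well; 5% FBS RPMI; 48 h compound, 37 degrees C; CellTiter-Glo luminescence; curve fitting and curve-class assignment.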
Active calls of the source: *; ? = inconclusive; · = not tested or not shown; [ ] = another dose, or the depositor's remark. The call rests on the fitted dose curve; in most records, active means well fitted curve in the direction sought with a large enough effect; inconclusive means small, poorly fitted or top-dose-only effect, or another doubt; inactive means no such curve, though single readings can be large; an effect the other way counts as inactive or inconclusive. Potency means the concentration at half of the fitted maximal effect.

SMILES	KB-3-1 cytotox	HT1080 IDH1KD tx	HEK293 tox	GLP-1R agonist	KB-V1 MDR tox	GLP1R inv ag	TDP43 rescue	SW480 rerep	HT1080NT lethal
COC(=O)[C@@H](C)NC(=O)c1ccc2oc(CCc3ccccc3)nc2c1	-7%	1%	-14%	3%	4%	4%	?	?	0%
Cc1ccccc1NC(=O)C(C)OC(=O)CCC(=O)c1ccccc1 (centres undefined)	9%	0%	7%	5%	-17%	-3%	11%	·	9%
CCOC(=O)c1ccc(NC(=O)CSc2nc3c(c(=O)[nH]2)CN(Cc2ccccc2)CC3)cc1	-6%	·	0%	·	?	0%	14%	·	·
COc1ccc2nc(N3CCCC(C(=O)NCCc4ccc(OC)c(OC)c4)C3)sc2c1 (centres undefined)	-10%	11%	-4%	17%	-29%	?	8%	-3%	-23%
COc1ccc(C(=O)N2CCC2(C)C(=O)NC(C)C)cc1 (centres undefined)	0%	23%	0%	-4%	0%	12%	15%	·	?
COc1ccc(CNC(=O)C2CCN(C(=O)c3ccc(-n4ccc5ccccc54)s3)CC2)cc1	-11%	·	-10%	·	?	?	0%	·	·
CCc1ccccc1NC(=O)c1ccc(Cn2nc(N3CCN(c4ccccc4)CC3)ccc2=O)o1	-9%	·	-16%	·	-14%	?	?	·	·
COc1ccc(/C=C(/NC(=O)c2ccco2)C(=O)N2CCOCC2)cc1	1%	2%	-6%	-2%	-9%	-8%	6%	-31%	4%
COc1ccc(OCC(=O)Nc2c(Cl)ccc3nsnc23)cc1	-4%	-7%	21%	-1%	-8%	7%	?	-2%	1%
CCOc1ccc(NC(=O)CN(C)C(=O)c2ccc(OCc3ccccc3)c(OC)c2)cc1OCC	-14%	-5%	-6%	5%	?	-33%	1%	?	-3%

Reprinted from the part before: two compounds, then new ones.
SMILES	KB-3-1 cytotox	HT1080 IDH1KD tx	HEK293 tox	GLP-1R agonist	KB-V1 MDR tox	GLP1R inv ag	TDP43 rescue	SW480 rerep	HT1080NT lethal
COc1ccc(OCC(=O)Nc2c(Cl)ccc3nsnc23)cc1	-4%	-7%	21%	-1%	-8%	7%	?	-2%	1%
CCOc1ccc(NC(=O)CN(C)C(=O)c2ccc(OCc3ccccc3)c(OC)c2)cc1OCC	-14%	-5%	-6%	5%	?	-33%	1%	?	-3%
COc1ccc(C)c2sc(NC(=O)c3ccc(S(=O)(=O)N(C)C)cc3)nc12	-1%	·	2%	7%	24%	4%	16%	·	·
COc1ccc(C(=O)N/N=C/c2c(CO)cnc(C)c2O)cc1	-9%	-18%	105%[activator]	3%	?	?	-9%	-10%	-14%
CC(=O)N1CCc2[nH]c3ccc(C)cc3c2C1	-17%	13%	4%	-2%	-1%	2%	5%	-9%	18%
COc1ccc(O)c(/C=N/N2CCOCC2)c1	5%	3%	3%	13%	10%	0%	-33%[inhibitor]	0%	14%
O=[N+]([O-])c1ccc(S(=O)(=O)N/N=C/c2ccsc2)cc1	4%	-1%	4%	0%	8%	12%	21%	-4%	-4%
Cc1cccc(NC(=O)c2ccc(NCCO)c([N+](=O)[O-])c2)n1	28%	3%	2%	15%	-15%	51%[activator]	-17%	-4%	26%
O=c1[nH]c(C2CCN(S(=O)(=O)c3ccc4c(c3)OCCO4)CC2)nc2c1nnn2Cc1ccccc1	0%	-10%	-2%	10%	-13%	38%[activator]	-18%	7%	-4%
CNC[C@H]1OCc2ccccc2-c2ccccc2C(=O)N([C@H](C)CO)C[C@H]1C	-1%	-3%	2%	16%	-9%	-5%	?	·	2%
O=C(Nc1ccccc1)N1CCN(c2ccccn2)CC1	7%	10%	-2%	-6%	1%	-2%	10%	-18%	21%
O=C(NCCN1CCOCC1)C(=O)NCC1OCCN1S(=O)(=O)c1ccc(F)cc1 (centres undefined)	·	1%	5%	1%	·	18%	4%	17%	2%
COc1ccc(CCNS(=O)(=O)c2cn(C)c(=O)n(C)c2=O)cc1	1%	8%	-7%	-2%	7%	0%	4%	-6%	1%
Cc1ccc(CN2CCN(c3ncccn3)CC2)o1	-4%	5%	10%	3%	8%	1%	-14%	-2%	-10%
O=C(CSc1nncn1-c1cccnc1)Nc1ccccc1C(F)(F)F	12%	16%	-13%	7%	4%	7%	-14%	-12%	24%
O=C(N/N=C/c1cc([N+](=O)[O-])ccc1Cl)c1cc(-c2ccccc2)nc2ccccc12	0%	6%	1%	2%	-1%	8%	8%	-2%	10%
CCOC(=O)c1cnn(CCOC(=O)C2CC2)c1NC(=O)C1CC1	1%	3%	-12%	-14%	-24%	-27%	-9%	-4%	12%
CCCCCCN1C[C@H](n2cc(COC(=O)c3ccccc3)nn2)[C@@H](O)C[C@@H]1c1ccc(OC)cc1	19%	-5%	-7%	7%	0%	?	21%	·	-27%
CCN(CC)CCN(C(=O)c1ccc(N2C(=O)CCC2=O)cc1)c1nc2cc3c(cc2s1)OCCO3	0%	1%	20%	7%	1%	1%	8%	19%	3%
O=C(CSc1nc2ccccc2c(=O)n1-c1ccccc1F)NC1CCS(=O)(=O)C1 (centres undefined)	3%	5%	0%	19%	?	34%[activator]	7%	-15%	8%
O=C(O)c1cc(-c2ccc(/C=N/Nc3ccc([N+](=O)[O-])cn3)o2)ccc1Cl	20%	?	3%	1%	13%	-12%	-6%	23%	-8%
S=c1[nH]nc(C2CCCCC2)n1/N=C/c1c(Cl)cccc1Cl	11%	-17%	1%	-1%	29%	0%	2%	-7%	-14%
Cc1cc(=O)oc2cc(OCC(O)CN3CCc4ccccc4C3)ccc12 (centres undefined)	-28%	3%	-7%	-17%	-1%	0%	-21%	?	-10%
O=C(Cc1ccc(S(=O)(=O)N2CCOCC2)s1)Nc1ccccc1Br	-14%	3%	-1%	16%	?	-6%	19%	-1%	2%
COc1ccc(Cn2nnnc2C(c2cccs2)N2CCCCCC2)cc1 (centres undefined)	?	-18%	6%	26%	16µM*	?	-6%	19%	-18%
COc1cc(C(=O)Nc2ccccc2C(=O)Nc2ccccn2)cc(OC)c1OC	8.2µM*	-1%	-17%	10%	6.5µM*	-21%	25%	23µM*	2%
Cn1cc(/C=N/NC(=O)c2cccc([N+](=O)[O-])c2)c2ccccc21	18%	?	-4%	-2%	-26%	16%	12%	0%	?
CC(=O)Nc1ccccc1NC(=O)C/C(C)=N/NC(=O)C(=O)Nc1cccc(Cl)c1C	-1%	9%	3%	0%	-5%	7%	13%	6%	19%
O=C(NCc1ccc2c(c1)OCO2)c1ccc(CS(=O)(=O)c2cccc(C(F)(F)F)c2)o1	1%	13%	-10%	-1%	18µM*	-21%	21%	0%	3%
Cn1cccc1/C=C1\SC(=S)N(NC(=O)c2ccc(F)cc2)C1=O	-3%	-7%	?	7%	-9%	?	0%	4%	0%
CCOP(=O)(OCC)c1nc(-c2ccccc2)oc1NCc1ccccc1	-20%	4%	0%	7%	-12%	-29%	-13%	4%	-1%
CCOc1ccc(N(CC(=O)NC(C(C)C)C(C)C)S(=O)(=O)c2ccc(OC)c(OC)c2)cc1	0%	-1%	-13%	-6%	2%	?	0%	-7%	-11%

Record cards, from the list above. Screens in order: KB-3-1 cytotox, HT1080 IDH1KD tx, HEK293 tox, GLP-1R agonist, KB-V1 MDR tox, GLP1R inv ag, TDP43 rescue, SW480 rerep, HT1080NT lethal
Results for COc1ccc(Cn2nnnc2C(c2cccs2)N2CCCCCC2)cc1 (centres undefined) : ?, -18%, 6%, 26%, 16µM*, ?, -6%, 19%, -18%
Results for CC(=O)Nc1ccccc1NC(=O)C/C(C)=N/NC(=O)C(=O)Nc1cccc(Cl)c1C : -1%, 9%, 3%, 0%, -5%, 7%, 13%, 6%, 19%
Results for Cn1cc(/C=N/NC(=O)c2cccc([N+](=O)[O-])c2)c2ccccc21 : 18%, ?, -4%, -2%, -26%, 16%, 12%, 0%, ?

Remaining list, next part:
SMILES	KB-3-1 cytotox	HT1080 IDH1KD tx	HEK293 tox	GLP-1R agonist	KB-V1 MDR tox	GLP1R inv ag	TDP43 rescue	SW480 rerep	HT1080NT lethal
CC1CCCCN1Cc1nc2c(c(=O)n(C)c(=O)n2C)n1Cc1c(F)cccc1Cl (centres undefined)	-3%	13%	3%	5%	9%	-66%	-4%	-2%	19%
CCNC(=O)NC(=O)C(C)OC(=O)c1oc2ccc(OCC)cc2c1C (centres undefined)	1%	3%	0%	-1%	-8%	-17%	-3%	-1%	-6%
C[C@H](CO)N1C[C@H](C)[C@@H](CN(C)Cc2ccncc2)Oc2c(NS(=O)(=O)c3ccc(Cl)cc3)cccc2C1=O	0%	?	0%	9%	0%	1%	0%	1%	-16%
COc1ccc(C2Nc3ccccc3C(=O)N2NS(=O)(=O)c2ccccc2)c(OC)c1 (centres undefined)	-4%	3%	-5%	5%	-18%	10%	-11%	-10%	3%
O=S(=O)(NCCCc1ccccc1)c1ccc(Br)cc1	-2%	3%	2%	14%	13%	?	-2%	-18%	-2%
CCS(=O)(=O)c1ccc(O)c(NC(=O)COc2ccc(C)cc2)c1	-5%	19%	-1%[1.53 µM]	-1%	2%	17%	16%	0%	25%
COc1ccc(-c2nnc(-c3ccc(N)cc3)o2)cc1	0%	2%	2%	0%	1%	16%	10µM*	-1%	1%
CCOc1ccc(NC(=O)CN(C)C(=O)CSCc2ccc(C)cc2)cc1OCC	0%	-10%	-1%	11%	?	?	18%	21%	1%
Cc1ccccc1N1C(=O)C2ON(c3ccccc3)C(c3cccnc3)C2C1=O (centres undefined)	0%	0%	-1%	0%	?	3%	5%	8%	-1%
COC(=O)c1cc(C)nc(Sc2ccccc2NC(C)=O)n1	?	-4%	2%	-4%	0%	12%	13%	4%	0%
Cc1nc(Nc2ccc(Cl)cc2)c(C#N)c(=O)[nH]1	-8%	-2%	6%	27%	-6%	83%[activator]	20%	-21%	4%
CCOC(=O)[C@]12CCCC=C1N(Cc1cccc3ccccc13)C(=O)[C@H](CC(=O)NCc1cccc3ccccc13)C2	-9%	-28%	-3%	-5%	?	?	24%	·	-10%
Cc1cccc(N/C(N)=N/c2nc(CSc3ccc(Cl)cc3)cc(=O)[nH]2)c1	0%	-3%	-20%	-1%	-27%	19%	8%	?	0%
O=C(N/N=C/c1cccc(OC(=O)c2ccco2)c1)c1ccc(F)cc1	0%	16%	-4%[1.53 µM]	-13%	6%	5%	23%	-1%	23%
